High-throughput results: PubChem, National Center for Advancing Translational Sciences (NCATS)
CCT chaperon mod = High-Throughput Screening for Modulators of Cytosolic Chaperonin Activity; activity change, % (no concentration beside the values), hits read low; AID 651819, 2012; purified chaperonin ATPase assay, HTRF ADP detection, 30 min; hit rate 0.3% among 360,000; in the data active = activity change below about -30%; note: % is set by controls: 0 for no effect and ±100 for the full control effect
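ATPase activity: ADP formed was measured by HTRF Transcreener (665/615 nm ratio) after 30 min at 37 deg C with 10 uM ATP. Compounds screened at one 76 uM concentration against 40 or 20 nM TRiC in Tris pH 7.4/KCl/MgCl2/DTT buffer.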
Nrf2 activator = qHTS of Nrf2 Activators. AREc32 ARE-luciferase reporter (MCF7-derived line), luminescence, 24 h. Potency, µM (top dose mostly 46.1 µM), for inactives: at the highest dose activation, most hits filed as activators. hit rate 0.31% among 410,000. AID 624171, 2012; note: potency is the fitted concentration of half-maximal effect; % of control where 0% means no effect; nearly all actives have a fitted effect of over 65% in size
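AREc32_Fluc, 1000 cells/well, OPTI-MEM + 5% FBS, o/n 37 deg C 5% CO2; 23 nL cpd by pin tool, 24 hr; Steady-Glo 30 min RT, luminescence.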
TGFb SMAD3 inh = qHTS for Inhibitors of TGF-b; hit rate 1.2% among 410,000; HepG2 CAGA-GFP TGF-b/SMAD3 reporter, GFP fluorescence, 18 h; TGF-beta stimulated, 500 pg/mL final; Potency, µM (series often up to 46.1 µM), for inactives: at the top dose activity, negative = inhibition, hits mostly inhibitors; AID 588855, 2011; note: potency is the fitted concentration of half-maximal effect; % is set by controls: 0 for no effect and ±100 for the full control effect; nearly all actives have a fitted effect of over 65% in size
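Inhibition was scored as loss of TGF-beta-induced (500 pg/mL final, 18 hours, 37 degrees C) GFP in HEPG2 cells carrying a CAGA-GFP reporter, in DMEM with 1% FBS. Well GFP was summed per cell; Activity was normalised to unstimulated and stimulated DMSO wells, then concentration-response fitting.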
EPAC2 ag = qHTS for Agonist of cAMP-regulated guanine nucleotide exchange factor 4 (EPAC2): primary screen. hit rate 0.079% among 360,000. EPAC2 activation, biochemical qHTS; response scale: 100% = 6.5 mM cAMP response. Rap guanine nucleotide exchange factor 4 (Homo sapiens), Q8WZA2. Potency, µM (highest dose often 154 µM), for inactives: at the highest dose activation, hits mostly activators; note: potency is the fitted concentration of half-maximal effect; nearly all actives have a fitted effect of over 50% in size
Target sequence (Q8WZA2 whole entry, looked up): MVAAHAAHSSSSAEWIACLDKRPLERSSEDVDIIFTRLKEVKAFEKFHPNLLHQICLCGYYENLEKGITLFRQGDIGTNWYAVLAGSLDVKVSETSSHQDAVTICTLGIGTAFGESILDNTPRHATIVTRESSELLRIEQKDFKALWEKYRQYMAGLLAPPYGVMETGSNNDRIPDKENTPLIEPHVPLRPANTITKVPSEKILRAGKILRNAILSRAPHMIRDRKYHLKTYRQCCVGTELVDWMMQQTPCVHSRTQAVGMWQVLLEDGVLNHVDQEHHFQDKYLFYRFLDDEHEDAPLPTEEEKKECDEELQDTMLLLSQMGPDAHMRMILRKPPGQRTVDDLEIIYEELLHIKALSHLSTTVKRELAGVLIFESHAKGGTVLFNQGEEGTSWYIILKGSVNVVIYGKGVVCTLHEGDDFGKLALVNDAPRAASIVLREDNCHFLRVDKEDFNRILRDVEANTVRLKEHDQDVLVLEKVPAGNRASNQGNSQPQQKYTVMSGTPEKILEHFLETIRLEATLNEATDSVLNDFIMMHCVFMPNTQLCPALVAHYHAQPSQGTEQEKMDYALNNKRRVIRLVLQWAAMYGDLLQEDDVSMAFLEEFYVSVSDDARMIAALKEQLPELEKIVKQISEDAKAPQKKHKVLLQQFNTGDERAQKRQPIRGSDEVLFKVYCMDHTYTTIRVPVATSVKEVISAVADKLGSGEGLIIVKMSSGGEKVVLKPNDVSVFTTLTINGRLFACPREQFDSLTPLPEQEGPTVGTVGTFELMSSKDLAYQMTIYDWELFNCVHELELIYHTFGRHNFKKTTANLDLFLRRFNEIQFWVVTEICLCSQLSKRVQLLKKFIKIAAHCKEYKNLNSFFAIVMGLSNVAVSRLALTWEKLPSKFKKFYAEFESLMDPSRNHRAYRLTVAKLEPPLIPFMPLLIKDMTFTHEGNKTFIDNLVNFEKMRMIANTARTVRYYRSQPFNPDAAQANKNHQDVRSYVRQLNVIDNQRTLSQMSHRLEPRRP
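Compounds were added across a concentration range to EPAC2 (100 nM), RAP1B-BODIPY-GDP (250 nM) and GDP (50 uM). After 5 min at room temperature, fluorescence was recorded at 5-min intervals for 30 min.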
Nrf2 block = Nrf2 qHTS screen for inhibitors; Potency, µM (top dose mostly 46 µM), inactives show at the top dose activity change, negative = inhibition, usual class: inhibitors; hit rate 2.1% among 360,000; A549 ARE-Fluc reporter, luciferase luminescence, 18-24 h; note: potency is the fitted concentration of half-maximal effect; % is set by controls: 0 for no effect and ±100 for the full control effect; nearly all actives have a fitted effect of over 60% in size
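Nrf2 function is reported as luminescence of an ARE-controlled luciferase in A549 cells. Compounds were tested at several concentrations, and a CellTiter-Fluor read on the same wells flagged cytotoxicity.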
EPAC2 antagonist = qHTS for Antagonist of cAMP-regulated guanine nucleotide exchange factor 2 (EPAC2): primary screen; Potency, µM (doses to about 114 µM), for inactives: at the top dose activity, negative = inhibition, most hits filed as inhibitors; Rap guanine nucleotide exchange factor 4 (Homo sapiens), Q8WZA2; hit rate 0.18% among 360,000; EPAC2 GEF exchange of Rap1B-BODIPY-GDP, fluorescence; note: potency is the fitted concentration of half-maximal effect; % is set by controls: 0 for no effect and ±100 for the full control effect; nearly all actives have a fitted effect of over 45% in size; many of its hits are not listed in these tables
Mm-Cpn inhibitor = Inhibitors of TCP-1 ring complex (TRiC) of Methanococcus maripaludis (MmCpn): qHTS; Chaperonin Mm-Cpn (Methanococcus maripaludis); purified Mm-Cpn ATPase, ADP Transcreener TR-FRET; Potency, µM (highest dose often 76.9 µM), without a hit: at the top dose activity, negative = inhibition, actives largely listed as inhibitors; hit rate 0.031% among 330,000; AID 504842, 2011; note: potency is the fitted concentration of half-maximal effect; % is set by controls: 0 for no effect and ±100 for the full control effect; nearly all actives have a fitted effect of over 80% in size
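Measured: ADP formation by purified Mm-CPN. Conditions: 25 nM protein, 10 uM ATP, Tris pH 7.4 with Mg2+, K+ and DTT, 37°C for 30 min. Detection: Transcreener HTRF after 30 min at room temperature.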
Akt phos inh = HTS Assay for Inhibitors of Akt Phophorylation: Primary Screen | Neuro2A IGF-stimulated pAkt S473 HTRF, 20 min; stronger effect = lower value | activity change, % for hits at 50 µM | hit rate 0.32% among 360,000 | AID 651550, 2012; in the data active = activity change below about -80%; inconclusive = mostly about -51% to -80%; note: % is set by controls: 0 for no effect and ±100 for the full control effect
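Single-point screen (50 µM final compound) in Neuro2A cells stimulated 20 min with 6 nM IGF at 37 deg C. After lysis, Ser473-phosphorylated Akt read by HTRF (ex 330 nm, em 615/665 nm) as the 665/615 ratio.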
A549 viability = Nrf2 qHTS screen for inhibitors: counterscreen for cytotoxicity. A549 ARE-Fluc cells, CellTiter-Fluor viability, 18-24 h. hit rate 0.16% among 390,000. Potency, µM (titrated, usually from 46 µM), without a hit: at the top dose activity change, negative = cytotoxicity, most hits filed as inhibitors; note: potency is the fitted concentration of half-maximal effect; % is set by controls: 0 for no effect and ±100 for the full control effect
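A549 ARE_Fluc cells in 5% FBS OPTI-MEM were exposed to compounds in concentration-response for 18-24 h at 37 deg C. Viability was read by CellTiter-Fluor fluorescence (Ex 405/Em 525) after 30 min, before the luciferase read.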
The depositor's hits bear a star; i = inactive; ? = inconclusive; . = no result given; [ ] = remark or other dose. Unless noted, calls come from the whole dose curve; as a rule, active = well fitted curve in the direction sought with a large enough effect; inconclusive = small, poorly fitted or top-dose-only effect, or another doubt; inactive = no such curve, though single readings can be large; an effect the other way counts as inactive or inconclusive. Some of the compounds tested; rates above refer to the full screens.

Compound | CCT chaperon mod | Nrf2 activator | TGFb SMAD3 inh | EPAC2 ag | Nrf2 block | EPAC2 antagonist | Mm-Cpn inhibitor | Akt phos inh | A549 viability
CCc1ccc(S(=O)(=O)c2cn(C)c3ccc(C)cc3c2=O)cc1 | . | -0.8% | 13% | . | 0% | . | . | . | 15%
Cc1cc(C)c2cc(C(=O)N3CCC(C(=O)c4ccc(F)cc4)CC3)[nH]c2c1 | -1.4 | 2.6% | 11µM* | 7% | ? | -14% | -26% | i | ?
O=C(CSc1nnc(-c2cccc(F)c2)o1)Nc1nncs1 | -3.2 | 0.5% | -4% | 7% | -11% | 1% | 1% | i | 2%
CC(C)Oc1ccc(/C(O)=C2/C(=O)C(=O)N(Cc3cccnc3)C2c2ccco2)cc1 (stereo not given) | 1.1 | 0.0% | -4% | 7% | 4% | -3% | -4% | i | -10%
CC(=N)C1=C(O)CC(C)(C)CC1=O | -2.4 | 0.4% | 3% | 15% | . | -2% | -1% | i | -5%
O=C1CC(N2CCN(S(=O)(=O)c3ccc(Cl)cc3)CC2)C(=O)N1CCc1ccccc1 (stereo not given) | -0.2 | -0.2% | -21% | 14% | 4% | -1% | 2% | i | ?
CN(C)S(=O)(=O)c1ccc(SCC(=O)Nc2ccc3c(c2)OCCO3)nc1 | 0.2 | 2.7% | -11% | 2% | -30% | -3% | -2% | i | -12%
COC(CSc1ncnc2c1oc1nc3c(cc12)COC(C)(C)C3)OC | 1.0 | 3.4% | -15% | 4% | 2% | -8% | -3% | i | -12%
Cc1cccc(COCC(Cc2ccccc2)N2CCN(C(=O)c3ccc(Cl)c(Cl)c3)CCC2=O)c1 (stereo not given) | 0.2 | 0.3% | ? | 18% | -13% | -8% | 0% | i | -4%
C/C=C/Cn1c(N2CCCCCC2)nc2c1c(=O)[nH]c(=O)n2C | -1.5 | 0.3% | 18% | 6% | ? | -4% | 1% | i | 2%
O=C(OCC(=O)c1ccc(Cl)cc1Cl)c1ccc2c(c1)C(=O)N(c1cccc3ncccc13)C2=O | -1.1 | 0.4% | -4% | 16% | -24% | 4% | -4% | i | .
COc1cc(S(=O)(=O)Nc2cccnc2)ccc1Cl | -1.0 | 0.3% | 11% | 1% | 1% | 7% | 2% | i | -1%
CC(=O)N/C(=C\c1ccccc1)C(=O)OCC(=O)NC(C)C12CC3CC(CC(C3)C1)C2 (stereo not given) | -5.3 | 2.0% | 10% | 8% | -19% | -4% | 1% | i | 1%
O=[N+]([O-])c1ccc(/C=N/Nc2ccc3ccccc3c2)o1 | -1.8 | ? | -24% | 15% | 2% | -7% | -8% | i | -17%
Fc1ccc(OCCOCCN2CCCC2)cc1 | 1.8 | -0.3% | 0% | 10% | 20% | -6% | . | i | 0%

(next part)
Every second line gives: CCT chaperon mod	Nrf2 activator	TGFb SMAD3 inh	EPAC2 ag	Nrf2 block	EPAC2 antagonist	Mm-Cpn inhibitor	Akt phos inh	A549 viability
> O=C(N/N=C/C(Cl)=C\c1ccccc1)c1cnccn1
 : 0.8	16µM*	-5%	-1%	?	4%	1%	i	8%
> Cc1ccc(S(=O)(=O)N2CC3(C)CN(S(=O)(=O)c4ccc(C)cc4)CC(C)(C2)C3)cc1
 : -1.2	-0.1%	-7%	1%	-7%	14%	0%	i	5%
> CC(=O)Nc1ccc(S(=O)(=O)NCC2CCC(C(=O)NC(C)c3ccccc3)CC2)cc1 (stereo not given)
 : 1.3	-0.5%	8%	2%	-16%	4%	1%	i	-2%
> CCN=C1Cn2c(nc3scc(-c4ccccc4)c3c2=O)CN1CC
 : 0.9	0.0%	-6%	5%	-7%	-3%	0%	i	0%
> C=CCNC(=O)c1ccccc1NC(=O)C1CC(=O)N(C(C)C)C1 (stereo not given)
 : -7.1	-0.7%	-8%	6%	2%	5%	1%	i	-7%
> O=C(Nc1ncc([N+](=O)[O-])s1)c1ccc2c(c1)OCO2
 : -0.8	-1.7%	?	11%	.	4%	1%	i	?
> COc1ccc(CNC(=O)CCC(=O)c2ccc(F)cc2)cc1OC
 : 0.8	-0.1%	?	6%	0%	4%	-3%	i	-5%
> CCC(=O)N1CCc2cc(S(=O)(=O)CCC(=O)Nc3c(C)n(C)n(-c4ccccc4)c3=O)ccc21
 : -1.4	0.5%	26%	-2%	10%	-4%	.	i	0%
> O=C(CN1CCCCC1)NC(=O)NC1CCCCC1
 : 1.2	4.8%	10%	4%	25%	3%	0%	i	13%
> Cc1cc(C)nc(N(C#N)S(=O)(=O)c2ccccc2Cl)n1
 : 0.7	2.2%	7%	-4%	?	13%	1%	i	6%
> CC(=O)Nc1ccccc1C(=O)N1CC(C)OC(C)C1 (stereo not given)
 : 4.2	-0.8%	11%	12%	23%	-1%	2%	i	11%
> COCCCNC(=O)CC1C[C@H](C(=O)N(C(C)C)C(C)C)[C@@]2(C)c3[nH]c4ccc(OC)cc4c3CCN2C1=O (stereo not given in full)
 : -0.6	2.7%	?	-7%	-5%	14%	-3%	i	-1%
> O=C(O)C1C2CCC(CC2)C1C(=O)N1CCN(Cc2ccc(F)cc2)CC1 (stereo not given)
 : 0.9	-0.2%	0%	5%	-7%	9%	1%	i	-4%
> COc1cccc(/C=C2/NC(=O)NC2=O)c1OCC(=O)Nc1ccccc1
 : -1.0	3.1%	-14%	-4%	-24%	-9%	0%	i	-5%
> CCCOc1ccc(-c2nc(C#N)c(N3CCN(CC)CC3)o2)cc1
 : -1.4	0.0%	5%	-8%	?	-6%[57.1 µM]	-2%	i	-4%
> Cc1nnc(SC(C(=O)Nc2cc(Cl)cc(Cl)c2)c2ccccc2)[nH]c1=O (stereo not given)
 : -1.3	3.8%	18µM*	3%	6%	?	-4%	i	1%
> O=C1C=CC(=O)N1c1ccc2c(c1)Cc1cc(F)ccc1-2
 : -0.4	11%	-6%	0%	-6%	23%	.	i	-3%
> Cc1ccc(S(=O)(=O)N2CCOCC2)cc1C(=O)OCC(=O)N1CCc2ccccc2C1
 : 0.1	-0.6%	-8%	5%	9%	4%	-2%	i	-2%
> O=[N+]([O-])c1cc(CN2CCC(O)CC2)ccc1Cl
 : -7.4	-0.7%	-4%	-2%	0%	0%	?	i	10%
> CC(=O)N1CCC2(CC1)OC(=O)C(C)=C2C(=O)NCc1ccc(Cl)cc1
 : .	0.0%	-15%	.	?	.	.	.	14%

Results in EPAC2 antagonist and Akt phos inh (3 entries from above):
Compound	EPAC2 antagonist	Akt phos inh
CCCOc1ccc(-c2nc(C#N)c(N3CCN(CC)CC3)o2)cc1	-6%[57.1 µM]	i
O=C1C=CC(=O)N1c1ccc2c(c1)Cc1cc(F)ccc1-2	23%	i
Cc1ccc(S(=O)(=O)N2CC3(C)CN(S(=O)(=O)c4ccc(C)cc4)CC(C)(C2)C3)cc1	14%	i

Laid out differently: entries from further up
COCCCNC(=O)CC1C[C@H](C(=O)N(C(C)C)C(C)C)[C@@]2(C)c3[nH]c4ccc(OC)cc4c3CCN2C1=O (stereo not given in full)
  CCT chaperon mod: -0.6 | Nrf2 activator: 2.7% | TGFb SMAD3 inh: ? | EPAC2 ag: -7% | Nrf2 block: -5% | EPAC2 antagonist: 14% | Mm-Cpn inhibitor: -3% | Akt phos inh: i | A549 viability: -1%
O=C(O)C1C2CCC(CC2)C1C(=O)N1CCN(Cc2ccc(F)cc2)CC1 (stereo not given)
  CCT chaperon mod: 0.9 | Nrf2 activator: -0.2% | TGFb SMAD3 inh: 0% | EPAC2 ag: 5% | Nrf2 block: -7% | EPAC2 antagonist: 9% | Mm-Cpn inhibitor: 1% | Akt phos inh: i | A549 viability: -4%

Later entries:
Every second line gives: CCT chaperon mod	Nrf2 activator	TGFb SMAD3 inh	EPAC2 ag	Nrf2 block	EPAC2 antagonist	Mm-Cpn inhibitor	Akt phos inh	A549 viability
> CSCCC(NS(=O)(=O)c1ccc(C)cc1)C(=O)N1CCCC1 (stereo not given)
 : 0.7	-0.3%	13%	2%	8%	6%	-1%	i	-10%
> COc1cc(C2/C(=C(\O)c3ccc4c(c3)OCCO4)C(=O)C(=O)N2Cc2ccco2)ccc1O (stereo not given)
 : 0.7	-0.2%	-3%	0%	0%	7%	0%	i	6%
> COC(=O)c1cc(S(=O)(=O)N2CCN(Cc3ccccc3)CC2)cn1C
 : 0.3	-0.1%	-1%	3%	4%	-8%	0%	i	-13%
> O=S(=O)(NCc1cc(-c2ccccc2Cl)no1)c1ccccc1
 : 2.6	0.2%	-1%	14%	-25%	-21%	0%	?	-6%
> C=CC[C@H]1CC(C)=C[C@H](CC=C)N1C(=O)c1cc(COc2ccccc2SC)on1
 : -1.4	-0.2%	-12%	12%	?	-4%	-2%	i	2%
